Assay outcomes as filed in PubChem BioAssay.
MRP resist rev – MRP-mediated drug resistance reversal; H69AR cells + 2 uM doxorubicin, CellTiter-Glo, 72 h; differential viability (reversal), % at 10 µM; 0.04% of 85,000 active;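 active = viability drop by adding the cancer drug above about 55%, with treated viability meeting a 40% cutoff, limit read from the data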;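 note: viability without doxorubicin minus viability with 2 µM doxorubicin for each compound; larger differential means the compound sensitizes cells more to doxorubicin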
PLAP inhibitors HTS – PLAP enzyme inhibitors, biochemical, luminescence, HTS (AID 690); purified PLAP, luminescent substrate; higher % means a stronger effect; inhibition, % at 20 µM, or IC50 in µM where a hit was titrated; 0.08% of 96,000 active; in the data active = a potency from the dose series; inactive = the rest, 99 in 100 with inhibition below about 30%; note: strong numbers were not always called active
Bcl-B TR3 displacers – displacers of TR3 peptide from Bcl-B, primary screen, selectivity assay for Bfl-1 inhibitor project, biochemical, fluorescence polarization. FP displacement of FITC-TR3 peptide from Bcl-B; higher % means a stronger effect. displacement, % at 20 µM, or IC50 in µM where a hit was titrated. 0.11% of 96,000 active. AID 748;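 active = displacement above 50% at 20 µM plus a fluorescence interference ratio under 1.5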;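 note: plate controls were wells without compound for no effect and wells lacking Bcl-B protein for full effect; a part of the inactive calls stands beside numbers as strong as those of hits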
IL1B NFkB inh – blocks IL-1B driven NFkB nuclear translocation in HUVEC cells; inhibition, % at 2 µM; AID 796; HUVEC IL-1B NFkB p65 nuclear translocation imaging; 0.43% of 94,000 active;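 active = inhibition above about 30% together with a positive call from visual inspection of the well image, limit read from the data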;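 note: nuclear over cytoplasmic p65 intensity ratio measured by imaging; 0% = IL-1B stimulated DMSO wells and 100% = unstimulated DMSO wells; values of inactives mirror those of a sister screen read the other way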
IL1B NFkB pot – enhances IL-1B driven NFkB nuclear translocation; HUVEC IL-1B NFkB p65 nuclear translocation imaging; activation, % at 2 µM; 0.3% of 94,000 active;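 active = activation above 40%, about the mean plus 3 SD, also judged a hit on visual image review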;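 note: percent activation is computed from the nuclear over cytoplasmic p65 intensity ratio; values of inactives mirror those of a sister screen read the other way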
MRP resist rev cytotoxicity – recorded beside MRP resist rev, whose call it bears; viability, %; H69AR cells, CellTiter-Glo, 72 h; measured here: cytotoxicity without doxorubicin
MRP resist rev with doxorubicin – also measured in MRP resist rev; calls as there; viability, %; measured here: viability with 2 uM doxorubicin; hits give low values
IL1B NFkB inh cell count 2 µM – recorded beside IL1B NFkB inh, whose call it bears; cell count; measured here: cells passing quality filter;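 raw number of nuclei counted in each imaged well without normalization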
IL1B NFkB pot cell count 2 µM – second read-out of IL1B NFkB pot, no call of its own (marks repeat the call); cell count; measured here: cells passing quality filter
* hit, by the source's call; x = not tested or not shown.

Each structure is followed by: MRP resist rev cytotoxicity	IL1B NFkB pot cell count 2 µM	IL1B NFkB pot	IL1B NFkB inh	PLAP inhibitors HTS	MRP resist rev	MRP resist rev with doxorubicin	IL1B NFkB inh cell count 2 µM	Bcl-B TR3 displacers
[1] CCOC(=O)c1cnc2nc(COc3ccccc3)[nH]n2c1=O
  94.7	159	32.4	-32.4	-0.4%	18.1	76.6	159	-3.9%
[2] COc1ccccc1-n1nc(C(=O)NCc2ccco2)c2ccccc2c1=O
  81.9	x	x	x	4.3%	17.9	64.0	x	-7.7%
[3] CCOC(=O)C1=C(C)OC(N)=C(C#N)C1c1cc(C)sc1C (configuration not stated)
  88.6	155	5.7	-5.7	-1.8%	-15.1	103.7	155	-7.4%
[4] CN(C)/C=C/c1c(C#N)c(=O)ncn1Cc1ccccc1
  85.7	156	5.9	-5.9	10.1%	2.2	83.5	156	5.4%
[5] COc1cc(OC)cc(-c2cc3nc(C4CCN(C(=O)OC(C)(C)C)CC4)cc(=O)n3[nH]2)c1
  106.4	136	-3.5	3.5	-46.5%	-14.7	121.1	136	-8.2%
[6] CCOC(=O)c1sc(NC(=O)/C=C/c2cnn(C)c2C)c(C(=O)OC(C)C)c1C
  x	116	15.6	-15.6	-42.2%	x	x	116	-6.2%
[7] CC(=O)NC(C)C(=O)OCc1ccc(Cl)cc1Cl (configuration not stated)
  105.7	117	25.5	-25.5	-24.4%	5.4	100.3	117	-2.3%
[8] CCCS(=O)(=O)c1c(S(=O)(=O)CCC)c2c(N)cccn2c1C(=O)c1ccccc1
  98.7	175	4.5	-4.5	-42.7%	1.4	97.3	175	-5.3%
[9] CC1=C(C(=O)OCC2CCCO2)C(c2ccc(C)o2)C2=C(CC(c3ccc(N(C)C)cc3)CC2=O)N1 (configuration not stated)
  78.8	117	5.4	-5.4	-21.4%	21.3	57.6	117	1.2%
[10] Cc1cccc(NC(=S)N(CCN(C)C)C(C)c2ccccn2)c1 (configuration not stated)
  84.9	x	x	x	-67.8%	5.2	79.7	x	1.9%
[11] COc1ccc(-c2nc(CCNC(=O)c3cccs3)cs2)cc1
  78.8	179	-11.8	11.8	10.7%	9.5	69.3	179	3.3%
[12] COc1ccccc1C1(O)CCN(C(=O)c2cccs2)CC1
  94.7	166	7.4	-7.4	4.3%	4.4	90.3	166	-4.9%
[13] O=C(NCc1ccccn1)c1cc(-c2ccccc2)on1
  101.6	161	17.5	-17.5	-5.3%	34.4	67.2	161	-9.1%
[14] COc1ccc(-c2noc(CCC(=O)N3CCC(C)CC3)n2)cc1
  87.6	100	-0.3	0.3	-46.8%	-0.7	88.3	100	6.5%
[15] CC(C)NC(=O)CN(C)S(=O)(=O)c1ccc(F)cc1
  94.5	189	-0.4	0.4	-3.0%	2.7	91.8	189	3.2%
[16] c1coc(-c2nc3c([nH]2)CCc2nonc2-3)c1
  93.6	66	-3.5	13.5	-2.5%	-2.4	96.0	134	-2.8%
[17] CCCCCc1nnc(N)s1
  90.5	201	10.5	-10.5	-9.6%	-2.7	93.2	201	10.5%
[18] O=C(CSc1nnc(CNc2ccc(F)cc2)n1Cc1ccco1)N1CCCC1
  88.5	x	x	x	-3.8%	4.5	84.0	x	3.3%
[19] CCN(CC)C(=O)CSc1nc(N)c(C#N)c(-c2cccs2)c1C#N
  71.6	108	-0.1	0.1	x	-18.2	89.8	108	x
[20] OCc1nc2ccccc2n1CC(O)COc1ccccc1 (configuration not stated)
  94.1	199	4.2	-4.2	-5.5%	17.0	77.1	199	21.0%
[21] COCCNc1nc2c(c(=O)n(C)c(=O)n2C)n1Cc1cccc(C(F)(F)F)c1
  70.8	138	12.7	-12.7	-38.0%	-1.7	72.5	138	-8.5%
[22] Cn1c(CNC(=O)c2ccc(F)cc2)nc2ccccc21
  107.9	x	x	x	-18.5%	21.4	86.5	x	-0.9%
[23] CCOc1cc(/C=N/NC(=O)Cn2nc([N+](=O)[O-])cc2C)cc(Br)c1OCc1ccccc1C
  0.6	161	-5.0	5.0	-51.2%	0.1	0.5	161	9.5%
[24] CCOC(=O)c1sc(NC(C)=O)nc1C
  90.6	150	11.7	-11.7	-4.6%	11.0	79.6	150	-3.4%
[25] Cc1ccc(S(=O)(=O)Nc2cc(-c3nn(C)c(=O)c4ccccc34)ccc2N2CCOCC2)cc1
  55.7	49	-15.6	15.6	-84.4%	-3.1	58.9	49	5.3%
[26] CCOC(=O)c1oc2ccc(CNC(C)(C)C)c(Cl)c2c1C
  64.7	117	-3.2	3.2	x	12.0	52.7	117	x
[27] Cc1nn(Cc2ccc(Cl)cc2)c(C)c1NC(=O)CSc1nc2c(c(C(F)(F)F)n1)CCc1ccccc1-2
  x	119	-1.1	1.1	-11.0%	x	x	119	-9.1%
[28] CCOc1ccc(N2C(=O)c3cccnc3C2Nc2ccc(C)c(C)c2)cc1 (configuration not stated)
  96.8	x	x	x	-13.3%	7.3	89.5	x	10.0%
[29] CCOc1ccc(-c2nc(N)ncc2Oc2ccccc2Br)c(O)c1
  85.1	141	16.1	-16.1	11.8%	-18.0	103.1	141	6.4%
[30] O=C(/C=C/c1c(F)cccc1Cl)c1ccc(F)cc1
  x	x	x	x	-11.7%	x	x	x	0.8%

Record cards, from the list above. Order of values: MRP resist rev cytotoxicity	IL1B NFkB pot cell count 2 µM	IL1B NFkB pot	IL1B NFkB inh	PLAP inhibitors HTS	MRP resist rev	MRP resist rev with doxorubicin	IL1B NFkB inh cell count 2 µM	Bcl-B TR3 displacers
Shown for CCN(CC)C(=O)CSc1nc(N)c(C#N)c(-c2cccs2)c1C#N → 71.6	108	-0.1	0.1	x	-18.2	89.8	108	x
Shown for Cn1c(CNC(=O)c2ccc(F)cc2)nc2ccccc21 → 107.9	x	x	x	-18.5%	21.4	86.5	x	-0.9%

Additional structures follow.
Each structure is followed by: MRP resist rev cytotoxicity	IL1B NFkB pot cell count 2 µM	IL1B NFkB pot	IL1B NFkB inh	PLAP inhibitors HTS	MRP resist rev	MRP resist rev with doxorubicin	IL1B NFkB inh cell count 2 µM	Bcl-B TR3 displacers
[31] COCCn1c(C23CC4CC(CC(C4)C2)C3)n[nH]c1=S
  96.9	110	11.7	-11.7	-10.5%	-15.8	112.7	110	-1.0%
[32] CC(C)(C)NC(=O)CN(C(=O)CS(=O)CC(=O)Nc1ccc(F)cc1)c1ccc(Cl)cc1 (configuration not stated)
  97.3	157	10.5	-10.5	-28.3%	15.0	82.3	157	-8.9%
[33] Cc1ccc(-c2nc(NC(=O)c3nn(C)cc3[N+](=O)[O-])sc2C)cc1C
  x	61	-45.2	45.2*	-73.6%	x	x	61*	-2.6%
[34] CCCCNc1nc2ccccc2n1CC(=O)N1CCc2ccccc2C1
  86.3	83	8.2	-8.2	-7.0%	4.6	81.7	83	-4.1%
[35] Cc1ccc(/C=N/NC(=O)C(NC(=O)c2ccccc2)c2n[nH]c(=O)c3ccccc23)cc1 (configuration not stated)
  x	97	3.6	-3.6	0.9%	x	x	97	-14.0%
[36] CCOC(=O)Nc1sc(NS(=O)(=O)c2ccccc2)nc1C
  96.7	164	0.7	-0.7	-30.5%	5.7	91.0	164	5.0%
[37] O=C(NCc1ccco1)c1ccc2c(=O)n(CCC3=CCCCC3)c(=O)[nH]c2c1
  79.1	123	-5.8	5.8	0.3%	2.0	77.0	123	-9.3%
[38] Cc1ccnc(NC(=O)CCC(=O)N(CC(=O)NCCc2ccccc2)Cc2ccco2)c1
  99.1	176	-1.2	1.2	-3.2%	10.2	88.9	176	-20.6%
[39] COC(=O)CSc1nc(-c2ccccc2)cc(-c2ccco2)c1C#N
  73.7	78	5.0	-5.0	-49.1%	5.5	68.2	78	9.4%
[40] CCc1nc(-c2ccc(-c3ccc(OC)cc3)nc2OC)no1
  91.9	156	3.9	-3.9	x	12.6	79.3	156	x
[41] CCC(C)NC(=O)c1cc(C)no1 (configuration not stated)
  88.2	97	8.0	-8.0	4.4%	-4.0	92.2	97	5.6%
[42] CCOC(=O)N1CCC(Nc2c(NCCCN(CC)c3cccc(C)c3)c(=O)c2=O)CC1
  48.8	171	-8.1	8.1	-68.7%	22.4	26.4	171	8.1%
[43] CCOC(=O)N1CCN(C(=O)c2ccc(N3C(=O)c4ccccc4C3=O)cc2)CC1
  104.5	x	x	x	-12.3%	9.5	95.0	x	-6.3%
[44] CN(C)C(CNC(=O)NC1CCCCC1)c1cccnc1 (configuration not stated)
  92.3	x	x	x	6.1%	-2.5	94.8	x	10.3%
[45] Cc1cc(C)c([N+](=O)[O-])cc1-c1ccc(/C=N/NC(=O)c2nonc2N)o1
  x	215	17.6	-17.6	-29.3%	x	x	215	-14.9%

Arranged by value in IL1B NFkB pot cell count 2 µM (descending): some entries from above
nr	smiles	IL1B NFkB pot cell count 2 µM
31	COCCn1c(C23CC4CC(CC(C4)C2)C3)n[nH]c1=S	110
41	CCC(C)NC(=O)c1cc(C)no1 (configuration not stated)	97
34	CCCCNc1nc2ccccc2n1CC(=O)N1CCc2ccccc2C1	83

Additional records
Each structure is followed by: MRP resist rev cytotoxicity	IL1B NFkB pot cell count 2 µM	IL1B NFkB pot	IL1B NFkB inh	PLAP inhibitors HTS	MRP resist rev	MRP resist rev with doxorubicin	IL1B NFkB inh cell count 2 µM	Bcl-B TR3 displacers
[46] Cc1nc2nc(-c3cccnc3)[nH]n2c(=O)c1Cc1ccccc1
  92.2	168	-4.0	4.0	-24.4%	5.5	86.8	168	-0.5%
[47] O=C(CCN1C(=O)C2C3C=CC(C4CC34)C2C1=O)Oc1cccc2cccnc12 (configuration not stated)
  x	82	1.7	-1.7	-27.3%	x	x	82	4.4%
[48] COc1ccc(CN2CCN(c3ccccn3)CC2)c(OC)c1
  95.8	x	x	x	5.4%	3.8	92.0	x	2.0%
[49] Cc1ccc(-c2nnc3ccc(SCC(=O)NCc4ccco4)nn23)cc1
  73.6	156	8.3	-8.3	-20.8%	3.2	70.4	156	2.3%
[50] Nc1nc(NCc2ccccc2)nc(-c2ccccc2)n1
  84.7	158	5.5	-5.5	14.4%	9.5	75.1	158	-0.1%
[51] Cc1c(C(=O)N2CCOCC2)oc2c1C(=O)CC(C)(C)C2
  101.1	129	1.6	-1.6	20.2%	16.1	85.0	129	-2.9%
[52] CCOc1cc(/C=N/NC(=O)CNc2cccc(C)c2)ccc1OC(=O)c1ccccc1
  67.9	59	-0.7	0.7	-4.4%	-8.2	76.0	59	-2.2%
[53] O=C(NC1CCCCC1)c1ccc2c(=O)n(CC3CCCO3)c(=O)[nH]c2c1 (configuration not stated)
  87.0	84	12.3	-12.3	-8.6%	8.8	78.2	84	-6.2%
[54] Nc1ncn(C23CC4CC(CC(C4)C2)C3)n1
  92.2	52	-16.3	16.3	-3.7%	1.7	90.5	52	-3.1%
[55] O=C(CN1CCCCCC1)Nc1ccc(Br)cc1
  105.7	132	-5.6	5.6	29.6%	21.8	83.9	132	5.2%
[56] S=C(NCc1ccccc1)NCc1ccccc1
  x	185	-5.7	5.7	29.5%	x	x	185	1.3%
[57] CCC(=O)Nc1cccc(C(=O)/C=C/c2ccccc2)c1
  x	82	-7.0	7.0	-3.5%	x	x	82	-4.2%
[58] c1ccc(CNc2ncnc3ccccc23)cc1
  86.6	x	x	x	-2.4%	-3.2	89.8	x	3.0%
[59] c1ccc(-c2nccc(-c3ccc(-n4cnc5ccccc54)cc3)n2)cc1
  84.1	197	14.9	-14.9	-1.8%	2.9	81.1	197	-18.2%

Only part of the results is shown, so the mix of outcomes need not match the whole.
